Compound activity from PubChem.
MEKK3 PB1 HTS: modulators of MEKK3-MEK5 PB1 binding, primary screen, biochemical, wildtype MEKK3, multiplex bead flow cytometry, Alexa488-MEK5; Mitogen-activated protein kinase kinase kinase 3 (Homo sapiens), Q99759; bead-based flow cytometry, Alexa488-MEK5 binding to MEKK3; actives lie on both sides; 0 = blocked by unlabeled MEK5, 100 = vehicle; binding response (% of control), % at 10 µM; 1.4% of 290,000 active; AID 1529, 2009;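 active means binding response more than 3 SD above or below the average of its plate-row segment, actives on both sides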;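 further: Alexa488 bead fluorescence after subtracting the streptavidin-only scavenger bead signal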
IDE inh: human IDE inhibitors in live cells, primary screen, fluorescence polarization, HEK cells, FAbetaB substrate; Insulin-degrading enzyme (Homo sapiens), P14735; FAbetaB cleavage; inhibition, % at 5.59 µM; 0.41% of 320,000 active;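 active means percent inhibition above the average of all tested compounds plus 3 SD, set per screening campaign, cut at about 16% in these data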;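 further: IDE supplied by intact live HEK cells; FP after avidin binding of uncleaved biotin substrate so inhibition keeps polarization high; 0% = DMSO wells and 100% = 60 µM reference IDE inhibitor Ii1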
Target sequence (P14735 whole entry, looked up): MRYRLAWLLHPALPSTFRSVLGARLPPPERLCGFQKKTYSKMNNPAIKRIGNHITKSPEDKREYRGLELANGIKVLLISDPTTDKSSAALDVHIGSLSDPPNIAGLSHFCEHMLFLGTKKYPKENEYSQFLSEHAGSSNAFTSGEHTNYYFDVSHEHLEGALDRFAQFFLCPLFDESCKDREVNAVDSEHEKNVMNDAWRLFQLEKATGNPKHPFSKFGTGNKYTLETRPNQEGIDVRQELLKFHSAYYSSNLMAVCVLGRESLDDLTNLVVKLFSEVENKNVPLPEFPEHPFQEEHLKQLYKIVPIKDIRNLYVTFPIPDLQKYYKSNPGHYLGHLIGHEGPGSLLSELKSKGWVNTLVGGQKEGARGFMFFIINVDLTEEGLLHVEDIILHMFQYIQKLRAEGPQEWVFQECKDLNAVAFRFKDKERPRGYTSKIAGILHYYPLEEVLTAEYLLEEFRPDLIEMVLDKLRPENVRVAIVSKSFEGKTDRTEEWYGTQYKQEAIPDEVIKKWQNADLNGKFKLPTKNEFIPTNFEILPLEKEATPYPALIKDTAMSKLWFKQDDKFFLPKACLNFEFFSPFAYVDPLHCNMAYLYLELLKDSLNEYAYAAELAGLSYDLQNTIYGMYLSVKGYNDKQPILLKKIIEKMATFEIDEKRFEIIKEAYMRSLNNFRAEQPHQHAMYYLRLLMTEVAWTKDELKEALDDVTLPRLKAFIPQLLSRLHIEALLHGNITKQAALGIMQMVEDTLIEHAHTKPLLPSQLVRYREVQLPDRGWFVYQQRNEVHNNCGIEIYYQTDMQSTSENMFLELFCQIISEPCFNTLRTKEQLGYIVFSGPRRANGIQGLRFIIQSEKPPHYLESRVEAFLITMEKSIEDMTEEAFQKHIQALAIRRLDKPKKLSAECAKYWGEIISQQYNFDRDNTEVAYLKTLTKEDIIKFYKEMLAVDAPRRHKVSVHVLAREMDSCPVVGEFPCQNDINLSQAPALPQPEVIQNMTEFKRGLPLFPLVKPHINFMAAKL
CRFBP-R2 agonist: agonists of CRF-BP/CRF-R2 complex, primary screen, cell-based, HEK293, calcium dye fluorescence, uHTS; activation, % at 13.2 µM; calcium dye fluorescence (FLIPR); percent of saturating CRF peptide response; CRF-binding protein / CRF receptor 2 complex (human); AID 588473, 2011; 0.46% of 350,000 active;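 active means activation of at least 50%, plus an integration ratio under a set limit after plate pattern correction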;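 further: plate controls were neutral control wells without compound for no effect and CRF at EC100 for full effect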
IDE cell activ: human IDE activators in live cells, primary screen, fluorescence polarization, HEK cells, FAbeta-B substrate; Insulin-degrading enzyme (Homo sapiens), P14735; FAbeta-B cleavage; 0% vehicle, 100% cell-free pure enzyme wells; activation, % at 5.96 µM; 0.073% of 340,000 active; AID 493087, 2011;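 active means activation above the mean of all tested compounds plus 3 SD, set per screening campaign, cut at about 17% in these data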
CHRM4 PAM: human M4 muscarinic receptor positive allosteric modulators, primary screen, CHO-K1 cells, Fluo-8 calcium fluorescence; Muscarinic acetylcholine receptor M4 (Homo sapiens), P08173; CHO-K1 hM4/Gqi5, ACh EC20; 0% = ACh EC20, 100% = maximal ACh; activation, % at 3 µM; 0.4% of 360,000 active;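 active means activation above its plate's cutoff, the mean activation of sample wells plus 3 SD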; further: some results filed as inactive read as strong as hits
GalR3 antag: GalR3 antagonists in HEK293 cells, primary screen, cell-based, fluorescence readout; Galanin receptor type 3 (Homo sapiens), O60755; HEK293 GalR3-CNG cAMP membrane potential fluorescence; galR3 body fused to GalR1 C-terminus; inhibition, % at 3 µM; 0.44% of 360,000 active; AID 651719, 2012;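 active means inhibition above the screen-wide average plus 3 SD, cut at about 13% in these data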;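 further: forskolin and galanin both at EC90 stimulate the cells; cAMP rise reported by CNG channel membrane potential dye signal; 0% = forskolin plus galanin with DMSO and 100% = forskolin alone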
PHOSPHO1 block: PubChem AID 1565 | Phosphoethanolamine/phosphocholine phosphatase (Homo sapiens), Q8TCT1 | recombinant PHOSPHO1, absorbance phosphatase assay | inhibition, % at 13.3 µM | 1.1% of 290,000 active; in the data active means inhibition above about 60%
p-CIP stab down: p/CIP-EGFP fusion destabilizers, primary screen, fluorescence, F442A cells | Q05BA5 | 16 h | decrease of EGFP signal, % at 10 µM | 0.01% of 290,000 active | AID 1984, 2009;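 active means EGFP signal decrease of at least 30% at 10 µM or well 3 SD below plate mean, unless failing retest; inactive means the rest, including hits failing retest or dose response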; further: some compounds called inactive have numbers as strong as hits; many of its hits are not listed in these tables
CRFR2-BP antag: antagonists of CRF-BP/CRF-R2 complex, primary screen, cell-based, HEK293, calcium dye fluorescence, uHTS; 0.59% of 350,000 active; inhibition, % at 11.8 µM; CRF-induced calcium fluorescence; AID 588475, 2011;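 active means inhibition of the ligand-induced calcium signal above about 50% at the single tested concentration, limit read from the data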
Numbers without * were called inactive; x = not tested or not shown.

SMILES | MEKK3 PB1 HTS | IDE inh | CRFBP-R2 agonist | IDE cell activ | CHRM4 PAM | GalR3 antag | PHOSPHO1 block | p-CIP stab down | CRFR2-BP antag
COc1cc2c(cc1OC)C(Nc1ccccc1)=NC(C)(C)C2 | 110 | 3 | -1.7 | -2 | 5 | -2 | -14 | 4 | 10
COC(=O)C1=C(C)N=C2SC(C)C(=O)N2C1/C=C/c1ccccc1 (stereo unspecified) | 102 | -1 | -1.8 | 1 | -4 | -7 | 23 | -11 | -2
CC(C)N1CCC(n2nccc2NC(=O)c2ccc3c(c2)OCO3)CC1 | 103 | -5 | 1.1 | -5 | 1 | -3 | 31 | -10 | 12
CC12CCC(C(=O)N3CCN(Cc4ccccc4)CC3)(OC1=O)C2(C)C (stereo unspecified) | 100 | -3 | 0.4 | 0 | 4 | -5 | -9 | 4 | -4
CC(=O)N1CCCN(Cc2cn(-c3cccc(C)c3)nc2-c2cccc(F)c2)CC1 | 88 | -3 | 0.8 | 7 | -8 | -1 | 36 | -4 | 5
O=C(Nc1cccc(-c2nc3cccnc3s2)c1)c1ccc(Cl)nc1 | 110 | 8 | -0.2 | -6 | 7 | 6 | 8 | -15 | 11
O=C1CSC(=S)N1/N=C/c1cc(Br)ccc1O | 100 | 1 | x | x | x | x | 18 | -2 | x
CCOC(=O)c1cc2c(nc1N)CCCC2 | 77 | -7 | -1.6 | 5 | -9 | -4 | 37 | 11 | 8
COCCCN1C(=O)C(O)=C(C(C)=O)C1c1cccc(F)c1 (stereo unspecified) | x | 0 | -0.9 | -3 | 13 | 0 | 1 | 9 | 21
O=C(NCC1CCCO1)/C(=C/c1cn(-c2ccccc2)nc1-c1cccnc1)NC(=O)c1ccccc1 (stereo unspecified) | 102 | 4 | 0.5 | 1 | -7 | -1 | -10 | 6 | -2
COc1ccc(CC(=O)OCC(=O)NCc2ccccc2Cl)cc1 | 151* | -2 | -1.4 | 5 | 10 | 3 | 16 | -16 | 12
COc1ccc(NC(=O)Nc2ccc(F)cc2F)c(C)c1 | 95 | 5 | -0.3 | -1 | 15 | -4 | 4 | 2 | 13
O=C(N/N=C/c1cccc([N+](=O)[O-])c1)c1cccc2cc[nH]c12 | 77 | -5 | 1.6 | 6 | 2 | 0 | 28 | -3 | 9
CCCCN1C(=O)C(CC(=O)NC2CCCCC2)CC(C(=O)N(C(C)C)C(C)C)=C1C (stereo unspecified) | x | x | -0.8 | x | 10 | -6 | x | x | 6
NC(=O)c1ccsc1NC(=O)CSc1nnc(NC2CC2)s1 | x | 2 | -1.0 | 3 | -1 | -7 | x | x | 20
CCOC(=O)NN1C(=O)c2ccccc2NC1c1ccccc1 (stereo unspecified) | 149* | 1 | 1.5 | 2 | 1 | -2 | -22 | 0 | 6
FC(F)Oc1ccc(NC(=S)NCc2ccccc2)cc1Cl | 102 | -5 | 8.7 | -1 | -19 | -4 | 35 | -8 | 33
Cc1ccc(Cl)cc1NC(=O)Cn1c(C)csc1=O | x | 5 | 0.1 | 0 | 3 | -8 | x | x | 2
Cc1ccc(C2=NN(S(C)(=O)=O)C(c3ccc4nccnc4c3)C2)cc1 (stereo unspecified) | 94 | 11 | -1.4 | 0 | 4 | 5 | 3 | 5 | 4
COc1ccccc1C(=O)Nc1sc(C(=O)N2CCCC2)c(C)c1C#N | 98 | 2 | 0.4 | 4 | 7 | 5 | 6 | -2 | -10
COc1cc(OC)cc(C(=O)NC(=S)N2CCN(c3ccc(C(F)(F)F)cc3[N+](=O)[O-])CC2)c1 | 103 | -1 | 2.1 | 4 | 0 | -2 | 7 | 8 | -7
Cc1ccccc1NS(=O)(=O)c1ccc(C(=O)NCc2ccccc2CN2CCCC2)cc1 | x | x | 3.3 | x | -9 | -2 | x | x | -23
COc1cc(CC(=O)OCC(=O)NC2CCCC2)cc(OC)c1OC | x | 6 | -1.6 | 4 | 6 | -7 | x | x | 8
COC(=O)/C(C(C)=O)=C(\C=C\N(C)C)N(C)C | 97 | 5 | 1.0 | 3 | -4 | 2 | 2 | -5 | 8
CC1CCCC(C)N1/N=C/c1ccccc1F (stereo unspecified) | 105 | -5 | -2.1 | 2 | 10 | -7 | 46 | -8 | 4

The results go on:
SMILES | MEKK3 PB1 HTS | IDE inh | CRFBP-R2 agonist | IDE cell activ | CHRM4 PAM | GalR3 antag | PHOSPHO1 block | p-CIP stab down | CRFR2-BP antag
CCOC(=O)C1=C(CS(=O)(=O)c2ccccc2)NC(=O)NC1c1ccc(OC)c(OC)c1 (stereo unspecified) | 95 | -3 | 8.6 | 7 | -2 | -5 | 10 | -5 | -7
Clc1ccc(CN2CCCCCCC2)cc1Cl | 107 | -2 | 1.3 | 4 | -3 | -5 | 29 | -7 | -8
COC(=O)C1CN(C(=O)C(C)Oc2ccc(C)c(C)c2)c2ccccc2O1 (stereo unspecified) | 103 | 4 | -4.4 | 4 | -1 | -5 | 11 | -7 | 23
CC1CCN(C(=O)/C(=C\c2ccccc2F)NC(=O)c2ccccc2)CC1 | 97 | 1 | -0.4 | 6 | -1 | -8 | 19 | 9 | -26
COc1cccc(NC(=S)NN=C2CCCCCC2)c1 | 102 | x | 0.8 | 5 | 6 | 1 | 32 | -11 | -18
O=C(Cc1ccccc1)NN1C(=O)C2C3C=CC(C3)[C@@H]2C1=O (stereo partly specified) | 91 | 3 | 0.0 | -1 | -2 | -3 | 6 | -6 | -1
O=C(O)c1cccc(Cn2cc(Br)cn2)c1 | x | -4 | 1.5 | 6 | 12 | 1 | -6 | -6 | -6
COc1ccc(CNc2oc(COc3ccc(Cl)cc3)nc2C#N)cc1 | 101 | 2 | -3.9 | 3 | -10 | -3 | -9 | 4 | 6
O=C(CSc1cccc[n+]1[O-])N1CCCc2ccccc21 | 70 | 2 | 1.4 | 4 | -3 | -3 | 2 | 25 | -3
O=C(O)C1CC(=O)N(c2ccc3c(c2)OCCO3)C1 (stereo unspecified) | 107 | -1 | -1.8 | 3 | 0 | 0 | 10 | 8 | 11
CC(=O)Nc1ccc(NC(=O)Cn2c(=O)n(-c3ccc(C)cc3)c(=O)c3oc4ccccc4c32)cc1 | 103 | 12 | 1.1 | -3 | 0 | -1 | -5 | -1 | 1
CC(C)Sc1nnc(NC(=O)c2ccco2)s1 | 104 | 4 | -4.8 | 3 | -3 | 1 | -102 | -6 | 8
O=C(COC(=O)COc1ccc(Cl)cc1)Nc1ccc2c(c1)OCCO2 | x | -3 | -2.9 | -4 | 4 | -2 | x | x | 9
COc1ccc(-c2sc3ccccc3c2-c2ccc(OCCN3CCCCC3)cc2)cc1 | x | 0 | 7.7 | -5 | -1 | 7 | x | x | 62*
CC(C)S(=O)(=O)c1csc(C(=O)NNC(=O)Nc2ccccc2)c1Cl | 97 | -5 | -1.7 | -5 | 9 | -3 | 29 | 5 | 5
CCOC(=O)N1CCN(C(=O)Cc2cccc3ccccc23)CC1 | 107 | -5 | 0.6 | 3 | 8 | -5 | 45 | -12 | 8
O=C(NCc1cccnc1)Nc1cccc(Cl)c1Cl | 97 | -1 | -3.0 | 0 | 3 | -1 | 31 | 6 | 7
O=C(Cn1c(COc2ccccc2)nc2ccccc21)Nc1cccc(Cl)c1 | 101 | -5 | 0.0 | 2 | -1 | -5 | 3 | -2 | -13
CCC(C(=O)NCCC(C)C)N(Cc1ccccc1Cl)C(=O)c1snc(C(N)=O)c1N (stereo unspecified) | 95 | 1 | -4.8 | 1 | 4 | -9 | 8 | 3 | 5
CN(Cc1cccc(F)c1)CC(O)COCc1ccccc1Cl (stereo unspecified) | 93 | -2 | -1.3 | 5 | 10 | -6 | -2 | -6 | 1
CC1S/C(=N/N=C/c2ccco2)N(Cc2ccc(F)cc2)C1=O (stereo unspecified) | 87 | 0 | -2.3 | -5 | -12 | -3 | 42 | 8 | 21
COc1cc(/C=N/n2c(SC)nnc(C(C)(C)C)c2=O)ccc1O | 105 | -2 | -2.6 | 1 | 7 | 2 | 6 | -4 | 14
O=C(c1cccnc1)N1CCN(c2c(Cl)cccc2[N+](=O)[O-])CC1 | 101 | 2 | -0.7 | -4 | -3 | -2 | 35 | -2 | 21
O=C(NC12CC3CC(CC(C3)C1)C2)N1CCN(S(=O)(=O)c2ccc(Cl)cc2)CC1 | 107 | -4 | 0.2 | 2 | 11 | 2 | -38 | -14 | -12
COc1cccc(CNC(=O)CCNC(=O)C2CCN(S(=O)(=O)c3ccccc3)CC2)c1 | 101 | 4 | 1.8 | 0 | -2 | -7 | 3 | 9 | -4

Following part.
SMILES | MEKK3 PB1 HTS | IDE inh | CRFBP-R2 agonist | IDE cell activ | CHRM4 PAM | GalR3 antag | PHOSPHO1 block | p-CIP stab down | CRFR2-BP antag
COc1ccc(OC)c(C(=O)COC(=O)c2cc(C)oc2C)c1 | 104 | 4 | -0.2 | 9 | 2 | -2 | 20 | 3 | 24
Cn1nnnc1SCc1nc2scc(-c3ccc(Cl)cc3)c2c(=O)[nH]1 | 102 | 7 | 0.9 | -1 | -22 | -6 | 15 | -17 | -2
CCOc1ccc(OC(=O)NC(c2ccccc2)C(Cl)(Cl)Cl)cc1 (stereo unspecified) | 98 | 1 | 1.7 | 1 | -7 | -6 | 32 | 3 | -4
COCc1cc(C)nc(OCC(=O)N/N=C/c2ccc(-c3cc([N+](=O)[O-])ccc3C)o2)c1C#N | 99 | -2 | -1.6 | 2 | 7 | 0 | 0 | -18 | 9
COc1ccc(-c2c(NC(=O)c3ccco3)n(C)c3ccccc3c2=O)cc1 | 82 | -2 | -1.1 | 1 | 5 | -6 | 1 | -12 | -20
Cc1nc(-c2cccc(NC(=O)c3ccc(Cl)c(S(=O)(=O)N4CCCC4)c3)c2)cs1 | x | x | 3.3 | x | -9 | -2 | x | x | 17
Fc1ccc(/C=N/NC(=S)Nc2cccnc2)cc1 | 103 | -3 | -2.1 | -3 | 9 | 21* | -4 | -7 | 18
CCCCn1cc(S(=O)(=O)c2ccccc2)c(=O)c2cc(C)ccc21 | 101 | -2 | 0.9 | 4 | -5 | -3 | 44 | 11 | 4
COC(=O)c1ccccc1NC(=O)Oc1ccc(C(C)C)cc1 | 102 | 10 | -0.1 | -1 | -1 | x | 36 | 2 | 10
CC(CNC(=O)c1cncc(O)c1)NC(=O)c1cncc(O)c1 (stereo unspecified) | 104 | 2 | 1.9 | 6 | 7 | -1 | 29 | -11 | 28
CC(C)CC(=O)NC1(C(F)(F)F)C(=O)Nc2c1c(=O)[nH]c(=O)n2Cc1ccco1 (stereo unspecified) | x | 3 | 0.3 | 5 | 5 | -1 | -4 | -7 | 10
NC(=O)CSc1nnc2n(-c3ccccc3)c(=O)c3c4c(sc3n12)CCCCC4 | 102 | 2 | 0.6 | 0 | 3 | 3 | 33 | -1 | -12
Cc1c(C(=O)N2CCCc3ccccc32)oc2ccccc12 | 105 | -1 | -0.3 | -1 | 0 | -2 | 23 | 0 | 12
